Assay outcomes (PubChem BioAssay)
sdo1 growth – sdo1-depleted yeast growth rescue; S. cerevisiae sdo1-depleted JHY4D growth rescue, OD600 30 h; stronger effect = higher value; pdr5 snq2 efflux-pump mutant strain; 0.21% of 140,000 active; z-score at 10 µM; AID 817;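 active = z-score above 3 at both the 24 hr and the 30 hr optical density reads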;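 note: z-score against mean and SD of all compound wells on the same plate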
Insulin prom inh – TRM-6 insulin promoter activity inhibition. TRM-6 cells (human fetal islet line), insulin promoter-eGFP reporter, imaging; reporter expression induced with tamoxifen. inhibition, % at 2 µM. 0.9% of 130,000 active. AID 1273;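 active = inhibition above the mean plus 3 SD, with well images judged a real hit on visual review, cut at about 60% in these data, passing the limit was not always enough; inconclusive = inhibition over the cutoff but images rejected on review; inactive = inhibition not above the cutoff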
sdo1 growth Rescue 24 h – also measured in sdo1 growth; calls as there; z-score; S. cerevisiae sdo1-depleted JHY4D growth rescue, OD600; measured here: growth rescue at 24 h;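 0 is the plate mean of compound wells and units are plate SD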
The depositor's hits bear a star; ? = inconclusive; / = not tested or not shown.

The line under a structure holds: sdo1 growth, sdo1 growth Rescue 24 h, Insulin prom inh
Fc1ccc(C2c3cccn3CCN2C(=S)Nc2cccc(Br)c2)cc1 (configuration not stated)
 : /, /, 8.3
COc1ccccc1/C=C/C(=O)OCCN1CCOCC1
 : 0.34, -0.6, 35.7
COc1ccc(/C=C(/NC(=O)c2ccccc2)c2nc3ccccc3[nH]2)cc1OC
 : 0.8, 0.02, 30.0
CC(c1ccccc1)N1CC(C(=O)N2CCN(c3ccc(F)cc3)CC2)CC1=O (configuration not stated)
 : 0.15, -0.62, 0.0
C/[N+]([O-])=C\c1coc2ccccc2c1=O
 : 0.54, 0.46, 29.0
Cc1cccc(OCCn2c(S(=O)(=O)O)nc3ccccc32)c1
 : 1.04, 0.35, 42.9
CC(C)(C)C1CCc2onc(C(=O)N3CCOCC3)c2C1 (configuration not stated)
 : 0.48, 0.74, /
CCn1c2ccccc2c2cc(NC(=O)c3cc(OC)c(OC)c(OC)c3)ccc21
 : -1.39, -0.46, 32.1
Cc1ccc(OCC(=O)N/N=C2/SCC(=O)N2Cc2ccccc2)cc1
 : 0.3, 0.87, 2.6
Cc1c(NC(=O)c2ccc3c(c2)C(=O)N(Cc2ccco2)C3=O)cccc1C(=O)O
 : /, /, -18.2
O=c1oc2ccccc2c(O)c1/C=N/c1ccccn1
 : 0.01, -0.07, -39.3
C=CCn1c(=NC(=O)CN2C(=O)CCC2=O)sc2cc(S(N)(=O)=O)ccc21
 : -0.25, -0.65, 0.0
Fc1ccccc1N=C1Nc2cccc3cccc1c23
 : /, /, 88.9*
Cc1cc2cc(CNC(=S)Nc3ccc(OC(F)F)cc3)ccc2n1C
 : 0.24, -1, -51.2
COc1cccc(C2CC3(CC(C)(C)NC(=S)N3)Oc3cc(O)ccc32)c1 (configuration not stated)
 : 0.99, 0.93, -13.3
O=C(CCn1ccc2ccccc21)NC1CCCc2ccccc21 (configuration not stated)
 : -0.47, 0.01, -20.0
COc1cc(C(=S)N2CCCC2)cc(Cl)c1O
 : 1.41, 1.78, 7.0
Cc1nnc(OC(C)C)c2nn(-c3ccccc3F)c(C)c12
 : 0.29, 0.49, ?
COc1cccc(/C=C/C(=O)OCC(=O)N2c3ccccc3NC(=O)C2(C)C)c1
 : -0.77, -0.02, /
CC1=C(C(=O)Nc2ccc(Cl)cc2)C(c2ccncc2)C(C#N)=C(SCC(N)=O)N1 (configuration not stated)
 : 0.9, 0.41, /
Cc1c(NC(=O)C(C)OC(=O)[C@@H](NC(=O)c2ccccc2)C(C)C)c(=O)n(-c2ccccc2)n1C (some centres not stated)
 : 1.18, 1.01, -4.7
CCc1c(C)[nH]n(-c2ccc(Oc3ccccc3)c(S(=O)(=O)O)c2)c1=O
 : 0.67, -0.39, 43.8
Nc1cc(-c2ccc(Cl)cc2)nn1S(=O)(=O)c1ccc(Cl)cc1
 : -0.51, 0.1, /
Cc1ccc(NC2=CC(=O)CC(C)(C)C2)c(N)c1
 : 0.18, 0.22, -22.2
O=C(c1cnsn1)N1CCN(c2ccccn2)CC1
 : 0.58, 0.16, 10.3
CCC(C)NCC(O)(c1ccc(Cl)cc1)c1ccc(Cl)cc1 (configuration not stated)
 : /, /, -36.6
CC(=O)Nc1ccc(NC(=O)CN(C)CCC#N)cc1
 : 2.93, 3.09, /
O=C1CC(N2CCN(C(c3ccccc3)c3ccccc3)CC2)C(=O)N1Cc1ccc(N2CCCC2=O)cc1 (configuration not stated)
 : -0.7, -0.94, -2.8
CC1=CC(=O)C=C(C)C1=NOC(=O)c1cccc([N+](=O)[O-])c1
 : -0.33, -0.12, 44.4
CC(C)Cn1cnc2c(c1=O)c1nc3ccccc3nc1n2Cc1ccc2c(c1)OCO2
 : -0.92, -0.78, -7.4
CCc1ccc(NC(=O)N(C2CCCCC2)C(C)c2cccnc2)cc1 (configuration not stated)
 : -2.9, -2.12, 22.6
Cc1c(Cl)cnc(NC(=O)CSc2nncs2)c1Cl
 : 0.57, 0.77, -41.9
Cc1oc(/C=N/NC(=O)CN(c2ccccc2Br)S(C)(=O)=O)cc1Br
 : 0.67, 0.67, 20.0
CC(C)N(Cc1nc(-c2ccc(Cl)cc2)no1)C(=O)C(c1ccccc1)c1ccccc1
 : -1.53, -1.48, -13.9
NC(=O)c1ccccc1NC(=O)CS(=O)(=O)Cc1ccccc1
 : 2.2, 2.57, 15.8
Cc1ccc(OCCC(=O)Nc2ccc(F)c(F)c2)cc1
 : -0.05, -0.54, -23.1
CCCCCCOc1ccc(/C(N)=N/O)cc1
 : -0.7, -0.56, /
Cn1c(=O)c(=O)n(C)c2cc(S(=O)(=O)N3CCOCC3)ccc21
 : 1.21, 1.43, /
CCOC(=O)c1cnc(SCC)[nH]c1=O
 : 1.23, 1.73, 1.3
COc1ccc(Cl)cc1C(=O)NNC(=O)CSc1nnc2ccccn12
 : /, /, -47.6
CCOC(=O)c1c(C)n(C)c2c(C)cc(O)c(OC(C)=O)c12
 : 1.74, 2.42, -28.6
COc1cccc(CNc2nc3nc(C)cc(=O)n3[nH]2)c1
 : 2.69, 1.54, -39.5
CCOC(=O)c1sc(NC(=O)C(CC)Sc2nnc3c4ccccc4n(C(C)C)c3n2)nc1C (configuration not stated)
 : 0.03, -0.2, /
COc1ccc(NS(=O)(=O)c2ccc3nc(COc4ccc5ccccc5c4)[nH]c3c2)cc1
 : 0.12, -0.15, /
Cc1ccc(-n2c(SCC(=O)Nc3ccc(N4CCOCC4)cc3)nc3ccccc3c2=O)cc1
 : -1.36, -0.87, /
CC(C)Cn1c(N)c(C(=O)CSc2ccc3c(c2)OCCO3)c(=O)n(C)c1=O
 : -0.97, -0.37, -167.7
COc1ccccc1-c1nnc(SCC(=O)O)n1-c1ccc(C)cc1
 : /, /, -11.1
O=C(Nc1ccc(N2CCN(C(=O)c3cccs3)CC2)c(Cl)c1)c1ccco1
 : -0.12, 0.08, 23.3
COc1ccccc1CN1CCN(C(=O)c2ccncc2)CC1
 : 0.26, 0.22, /
COc1ccc(N(C)C(=O)c2onc3c2CCCC3)cc1
 : 1.24, 1.15, /
Cc1cc(Cl)c(OCCCSc2nc(C)cc(=O)[nH]2)c(Br)c1
 : -0.42, -0.8, 33.3
O=C(NNC(=O)c1ccc([N+](=O)[O-])cc1)c1ccncc1
 : -0.31, -0.72, 16.7
Fc1ccc(OCc2nnc(SCCN3CCOCC3)o2)cc1
 : -1.08, -0.57, 12.5
COC(=O)c1c(NC(=O)C2Cc3ccccc3C(=O)O2)sc2c1CCCC2 (configuration not stated)
 : -0.22, 1.05, /
CN(Cc1ccccc1)C(=O)CSc1nc2ccccc2c(=O)n1Cc1ccco1
 : -1.84, -0.82, /
COc1ccccc1/C=C/CN1CCOCC1
 : 0.44, -0.25, -17.9
COc1ccc(S(=O)(=O)N2CCCC2C(=O)Nc2ccc(C)cc2)cc1 (configuration not stated)
 : 0.48, 1.16, -39.3
O=S1(=O)C[C@@H](O)[C@@H](Nc2ccc(Cl)cc2)C1
 : 1.33, -0.42, -34.4
c1ccc(-c2nc(N3CCOCC3)cc(N3CCOCC3)n2)cc1
 : /, /, -47.1
CCC(CC)C1C(C#N)=C(N)Oc2cc(C)oc(=O)c21 (configuration not stated)
 : 0.16, -0.27, -10.7

Some of these compounds in order of the sdo1 growth value, smallest number first:
The line under a structure holds: sdo1 growth, sdo1 growth Rescue 24 h, Insulin prom inh
CCc1ccc(NC(=O)N(C2CCCCC2)C(C)c2cccnc2)cc1 (configuration not stated)
 : -2.9, -2.12, 22.6
CC(C)N(Cc1nc(-c2ccc(Cl)cc2)no1)C(=O)C(c1ccccc1)c1ccccc1
 : -1.53, -1.48, -13.9
COc1ccccc1/C=C/CN1CCOCC1
 : 0.44, -0.25, -17.9
Cn1c(=O)c(=O)n(C)c2cc(S(=O)(=O)N3CCOCC3)ccc21
 : 1.21, 1.43, /
COc1ccc(N(C)C(=O)c2onc3c2CCCC3)cc1
 : 1.24, 1.15, /
CCOC(=O)c1c(C)n(C)c2c(C)cc(O)c(OC(C)=O)c12
 : 1.74, 2.42, -28.6

(next part)
The line under a structure holds: sdo1 growth, sdo1 growth Rescue 24 h, Insulin prom inh
Cc1cccc(CSc2nn3c(=O)c(C)nnc3s2)c1
 : 0.8, 0.79, /
Cc1ccc(CNC(=O)Cc2cccs2)cc1
 : 0.91, 0.38, 21.4
Cc1ccc(-c2[nH]nc3c2C(c2ccoc2)C(C#N)=C(N)O3)cc1C (configuration not stated)
 : -0.08, -0.55, 18.9
COc1ccc(OC)c2c(C)cc(N3CCN(C(=O)c4ccc(Cl)cc4)CC3)nc12
 : -1.86, -1.62, -13.9
CC1(C(=O)NC(=S)NNC(=O)c2ccncc2)CCCCC1
 : 0.14, 0.26, -58.6
CC(C)CNS(=O)(=O)c1ccc(CCC(=O)NCCC2=CCCCC2)cc1
 : /, /, -57.1
CCOC(=O)CC(=O)CSc1nc(-c2ccc3c(c2)OCO3)cc(C(F)(F)F)c1C#N
 : 1.93, 3.16, -74.2
CCOC(=O)c1nn(-c2ccc(C)cc2)c(C)c1C(C)=O
 : 0.74, 0.64, ?
CC(=O)c1ccc2c(c1)CC(C)C(=O)N2C (configuration not stated)
 : 0.85, 0.76, 8.3
CSc1nncc(-c2ccc(F)c(F)c2)n1
 : 0.32, 0.09, 14.3
CC(NC(=O)C1CCC(CNS(=O)(=O)c2ccccc2)CC1)c1ccc2c(c1)OCCO2 (configuration not stated)
 : /, /, -27.3
O=C(Cc1cccs1)NCc1ccccc1F
 : 0.61, 0.53, -21.2
CCOC(=O)c1cnc(-n2nc(C)cc2C)nc1NCCO
 : -0.22, -0.89, 11.4
CCn1c2ccccc2c2cc(NC(=O)COC(=O)c3cc(S(=O)(=O)N4CCCCC4)ccc3Cl)ccc21
 : 0.67, 0.41, 28.6
CCOC(=O)C1CCN(CC(O)COCc2ccc3c(c2)OCO3)CC1 (configuration not stated)
 : /, /, 26.7
CC1=C(C(=O)Nc2cccc([N+](=O)[O-])c2)C2(CCC(C)CC2)OC1=O (configuration not stated)
 : /, /, 6.7
O=C(/C=C/c1cccc([N+](=O)[O-])c1)N1CCN(c2ccc(F)cc2)CC1
 : -0.17, -0.21, -27.3
Cc1cc(C)n(-c2cc(N3CCN(C(=O)c4cccc(Br)c4)CC3)ccc2[N+](=O)[O-])n1
 : -0.43, -0.81, 20.0
O=C(Nc1nncs1)c1ccc(S(=O)(=O)c2ccccc2)cc1
 : 0.27, -0.15, -23.8
CCc1ccc(C(c2c(C)nn(-c3ccccc3)c2N)c2c(C)nn(-c3ccccc3)c2N)cc1
 : 0.67, 0.22, /
O=C(O)CC(NC(=O)C12CC3CC(CC(C3)C1)C2)c1ccc(OC2CCCC2)cc1 (configuration not stated)
 : /, /, 15.0
COc1ccccc1-c1nnc(NC(C)=O)s1
 : 0.01, -0.61, /
N#CCCN1CCN(C2=NC(=O)C(=C3CCCCC3)S2)CC1
 : 0.22, -0.37, /
O=[N+]([O-])c1ccc(/C=N/N/C(=N/c2ccccn2)c2ccccn2)cc1
 : 0.29, -0.23, 48.6
CCOc1ccccc1-n1cnc2cc(C(=O)NCc3ccco3)ccc21
 : -1.45, -0.97, 33.3
COc1ccc(C(=O)NC(=S)NNC(=O)Cc2cccs2)cc1
 : -1.26, -1.81, -17.4
Cc1nnc(SCCCN2C(=O)c3ccccc3C2=O)o1
 : -0.01, -0.36, /
COc1ccc(/C=N/N(Cc2ccccc2)c2ccccc2)cc1O
 : /, /, 26.7
O=C(Nc1sc2c(c1C(=O)c1ccccc1)CCCC2)c1cccnc1
 : 0.12, 0.05, 25.9
COC(=O)Nc1cccn(Cc2c(Cl)cccc2Cl)c1=O
 : -0.37, 0.06, -2.9
O=C(c1ccco1)N1CCN(c2ncnc3c2[nH]c2ccccc23)CC1
 : 0.78, 0.37, 28.6
COc1cccc(N=CC=C2OC(C)(C)C(C)(C)O2)c1
 : /, /, -64.7
CCN1CCCC1CNC(=O)C1c2ccccc2C(=O)N(CCOC)C1c1ccc(F)cc1 (configuration not stated)
 : 0.96, 1.12, 28.6
COCCn1nnnc1C(c1cc2cc(OC)ccc2[nH]c1=O)N1CCC(Cc2ccccc2)CC1 (configuration not stated)
 : 0.07, -0.14, 8.6
CCOC(=O)c1c(C)[nH]c(C(=O)C(C)Sc2ccc(Cl)cc2)c1C (configuration not stated)
 : -1.02, -0.49, -38.9
CN(CCCNC(=O)C1CCN(S(=O)(=O)N2CCC3(CC2)OCCO3)CC1)Cc1ccccc1
 : 0.56, 0.2, -29.7
C=C(C)C1CCC(C)=C1CC(C)(C)/C=N\n1cnnc1 (configuration not stated)
 : -0.58, -1.07, /
O=C(CN1CCOCCOCCOCCOCC1)Nc1ccccc1
 : -0.17, -0.51, 30.8
O=C(CN1C(=O)c2cccc3cccc1c23)N1CCN(c2ccc(F)cc2)CC1
 : -1.25, 0.27, 30.8
COc1ccc(N(CC(=O)NCc2ccco2)S(=O)(=O)c2c(C)nn(C)c2C)cc1
 : -0.99, -1.43, /
COCC(=O)Nc1nnc(Cc2ccc(OC)cc2)s1
 : 0.11, 0.07, 6.7
O=c1c2ccccc2c2ccccc2c(=O)n1Cc1ccco1
 : -0.4, -0.65, 26.3
O=C(NCCO)C1(c2ccccc2)CCCC1
 : 1.24, 0.88, 42.9
O=C(Nc1cccc(-c2nc3ccccc3s2)c1)C1=COCCO1
 : -0.95, -0.07, -24.0
Cc1ccccc1CSc1nnc(NC(=O)Cc2cccs2)s1
 : 0.13, 0.34, /
O=C1CCC(C(=O)OCc2cc(Cl)ccc2OC(F)F)N1 (configuration not stated)
 : 0.97, 1.4, -11.1
O=C(NC(=S)N1CCN(c2ccc([N+](=O)[O-])cc2Cl)CC1)c1ccco1
 : -0.99, -0.63, 46.9

This is a subset; rates above refer to the full screens.
